RSV CPE inhibition: RSV antiviral activity via CPE protection, HEp-2 cells, primary 10 µM value included (AID 2391). HEp-2 cells, RSV-induced CPE inhibition; higher % means a stronger effect. CPE inhibition, % at 10 µM; hits with a dose series show IC50 in µM. 0.13% of 310,000 active; in the data active = a potency from the dose series; inconclusive = CPE inhibition mostly from about 23% at the one dose, without a potency; inactive = the rest, 99 in 100 with CPE inhibition below about 21%; note: strong numbers were not always called active
SV40 large T antigen: SV40 large T antigen inhibitors, biochemical (AID 1903). SV40 large T antigen ATPase/helicase inhibition assay; higher % means a stronger effect. one-dose inhibition, % at 20 µM; IC50 in µM for titrated hits. 0.39% of 310,000 active; in the data active = a potency from the dose series; inconclusive = inhibition mostly from about 32% at the one dose, without a potency; inactive = the rest, 99 in 100 with inhibition below about 32%; note: strong numbers were not always called active
West Nile antiviral: West Nile virus antiviral activity, cell-based, CPE readout (AID 1621) | West Nile virus-infected cells, CPE inhibition; higher % means a stronger effect | CPE inhibition, % at 10 µM, or IC50 in µM where a hit was titrated | 0.02% of 290,000 active; in the data active = a potency from the dose series; inconclusive = CPE inhibition mostly from about 3.7% at the one dose, without a potency; inactive = the rest, 99 in 100 with CPE inhibition below about 2.2%; note: strong numbers were not always called active
MgcRacGAP inhibition: MgcRacGAP GTPase-activating activity inhibitors, confirmation, biochemical, ADP Hunter fluorescence; Rac GTPase-activating protein 1 (Homo sapiens); 0.6% of 340,000 active; inhibition, % at 30 µM; hits with a dose series show IC50 in µM; MgcRacGAP-stimulated Rac1 GTP hydrolysis, ADP Hunter fluorescence; higher % means a stronger effect; GST-tagged Rac1 F28L mutant substrate;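 active = first-screen hits whose inhibition reached a set limit at any dose in the follow-up dose series; inconclusive = inhibition above the set first-screen limit but never retested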;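 note: fluorescence reports GDP produced by GAP-driven GTP hydrolysis; strong numbers were not always called active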
T cell HTS: modulators of CD8 T cell-vesicle binding, primary screen, mouse 2C CD8+ T cells, flow cytometry; 0.068% of 330,000 active; AID 2052, 2009; 2C CD8+ T cell-vesicle binding; stronger effect = lower value; calls only at 7 µM;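 active = response, share of CD8 T cells binding vesicles, and their 90th percentile fluorescence all below set limits, cut at about 80% in these data, passing the limit was not always enough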
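Test system: purified 2C TCR transgenic mouse naive CD8+ T cells. Probe or stimulus: QL9-peptide-loaded Drosophila micro-vesicles bearing Ld, ICAM-1 and B7-1. Incubation: binding step 1.5 h, 37 °C, antibody labelling 20 min, ice. Measured by: flow cytometry of vesicle-bound cells.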
Myeloid diff MLP: induction of myeloid progenitor differentiation, primary screen, cell-based, flow cytometry, MLPCN library; ER-HoxA9 myeloid progenitors, lysozyme-GFP differentiation; AID 624256, 2012; 1% of 360,000 active; calls only at 10 µM;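 active = normalized GFP-positive differentiation at or above the plate's own cutoff, the solvent-only control mean plus 3 SD; inconclusive = no clear call, values can overlap the other calls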;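 note: cells exposed to compound for four days before flow analysis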
PhoP inhibition: inhibitors of PhoP regulon expression, primary screen, Salmonella Typhimurium, GFP reporter (AID 1863). S. Typhimurium PhoP-regulated promoter GFP reporter, 4 h; higher % means a stronger effect. inhibition, % at 50 µM, or IC50 in µM where a hit was titrated. 0.16% of 300,000 active;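 active = inhibition over 29.93%, a cutoff 3 SD above the screen mean, later confirmed by dose response; inconclusive = inhibition over 29.93% but no dose response follow-up; inactive = inhibition at most 29.93% or unconfirmed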;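 note: 0% = low Mg2+ inducing control and 100% = high Mg2+ repressing control; strong numbers were not always called active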
b-catenin transl: modulators of beta-catenin nuclear translocation, primary screen, imaging, HeLa cells, immunofluorescence, high-content | AID 1665, 2009 | nuclear translocation activity, % at 5 µM | 0.3% of 190,000 active;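 active = nuclear translocation activity above 50% at 5 µM, with a well cell count of 50 or more; inconclusive = wells under 50 cells across six images, flagged as toxic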;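 note: per-cell ratio of nuclear to cytoplasmic median beta-catenin stain intensity; plate controls were DMSO negative control for no effect and GSK-3 inhibitor IX positive control for full effect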
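System: Human HeLa cells, endogenous beta-catenin | Compound dosing: 5 µM primary, 0.02–20 µM confirmation | Timing: 24 h compound exposure at 37°C, 5% CO2 | Measured by: Fluorescence imaging of beta-catenin antibody stain plus DAPI | Read-out basis: % activation of per-cell nuclear versus cytoplasmic median beta-catenin signal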
WT yeast gro inh: growth inhibition of WT strain, primary screen, mitochondrial fusion inhibitor project, WT and mutant strains, chemical genetic; inhibition, % at 10 µM; 2.1% of 190,000 active; AID 1362, 2008; mitochondrial fusion phenotypic screen; in the data active = inhibition above about 58%; tested in S. cerevisiae
WT yeast gro inh mutant strain: further read-out of WT yeast gro inh, marked with its call; inhibition, %; mitochondrial fusion phenotypic screen, mutant strain inhibition
b-catenin transl cell count 5 µM: second read-out of b-catenin transl, no call of its own (marks repeat the call); cell count; measured here: cell count, cytotoxicity flag
T cell HTS vesicle-bound %: further read-out of T cell HTS, marked with its call; double positive events, %; measured here: CD8+ vesicle-bound cell fraction;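 binding gate set so that unloaded-vesicle control wells show 10% double positive cells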
Myeloid diff MLP GFP+ MAC1+ %: recorded beside Myeloid diff MLP, whose call it bears; GFP+ MAC1+ double positive, %; measured here: differentiation confirmed by MAC1 staining
* marks the source's active call; other numbers are inactive results; i = inactive; ? = inconclusive; · = no result given; & = joins results of further samples. These rows are one share of the data. The share of hits here may be higher or lower than overall.

Every second line gives: RSV CPE inhibition	SV40 large T antigen	West Nile antiviral	MgcRacGAP inhibition	T cell HTS	T cell HTS vesicle-bound %	Myeloid diff MLP	Myeloid diff MLP GFP+ MAC1+ %	PhoP inhibition	b-catenin transl	b-catenin transl cell count 5 µM	WT yeast gro inh	WT yeast gro inh mutant strain
Cc1c(NC(=O)C(C)OC(=O)Cc2ccccc2)c(=O)n(-c2ccccc2)n1C (stereo not drawn)
 : 0.8%	2%	·	8%	i	32	i	0.9	-2%	-1.6	1094	1	4
C[N+]1(C)C2CC(OC(=O)C(CO)c3ccccc3)CC1C1OC12 (stereo not drawn)
 : 0.6%	14%	·	5%	i	25	i	2.6	-6%	·	·	·	·
COC(=O)C1=C(c2cccc(OC)c2OC)C[C@@H]2CC[C@H]1N2C(=O)NC1CCCCC1
 : -0.8%	13%	-0.5%	-3%	i	45	i	1.4	·	·	·	·	·
COC(=O)[C@@]1(C#N)[C@@H]2C=CC(C(C)=O)=CN2[C@@H](C(N)=O)[C@@H]1c1ccc(F)cc1
 : ·	22%	0.7%	2%	i	25	i	0.1	-9%	-1.6	1177	·	·
Cc1cccc(C)c1NC1=NCCCCS1
 : 0.6%	24%	-0.7%	4%	i	35	i	0.8	1%	-4.6	1251	·	·
CN(C)CCN=Cc1c(O)n(-c2cccc3ccccc23)c(=O)[nH]c1=O
 : 0.9%	21%	-0.1%	12%	i	18	i	1.6	-3%	·	·	3	2
O=c1[nH]c(=O)n(-c2ccc(F)cc2)c(O)c1C=Nc1ccccc1N1CCCC1
 : -0.2%	11%	-0.2%	0%	i	56	i	1.5	-18%	·	·	8	14
O=c1[nH]c(=O)n(Cc2ccco2)c(O)c1C=NC1CCN(Cc2ccccc2)CC1
 : -0.4%	8%	0.0%	·	i	40	i	0.1	-5%	0.6	1363	·	·
O=c1[nH]c(=S)n(CCC2=CCCCC2)c(O)c1C=NC1CCN(Cc2ccccc2)CC1
 : 1.4%	-2%	?	10%	i	44	i	1.9	10%	0.0	1301	78*	32*
CCOC(=O)c1c(N)n(CCN2CCCCC2)c2nc3ccccc3nc12
 : -0.9%	12%	-0.4%	9%	i	25	i	7.0	8%	-5.5	978	9	7
C=CCn1c(O)c(C(C)=NCCCn2ccnc2)c(=O)[nH]c1=O
 : 0.9%	4%	0.3%	13%	i	24	i	0.4	-14%	0.1	1271	·	·
O=c1[nH]c(=S)n(Cc2ccc(F)cc2)c(O)c1C=NCc1cccnc1
 : 3.7%	-4%	2.0%	4%	i	39	i	1.5	-3%	·	·	2	16
C/C=C1/CN2[C@@H]3C4CO[C@@H]3c3c([nH]c5cc(OC)ccc35)[C@@H]2CC14 (stereo partly drawn)
 : 2.5%	11%	-0.4%	3%	i	29	i	4.0	2%	·	·	·	·
O=C(COc1ccc(Cl)cc1)NC1CN2CCC1CC2 (stereo not drawn)
 : -0.3%	9%	0.5%	-1%	i	28	i	1.2	7%	-7.5	905	-2	1
Cn1c(O)c(C=NCc2cccs2)c(=O)n(C)c1=O
 : 0.2%	18%	-0.5%	-4%	i	33	i	1.2	5%	-4.5	1034	1	0
O=C(O)[C@@H]1C[C@H]1[C@@H](NP(=O)(c1ccccc1)c1ccccc1)c1ccccc1
 : 1.4%	9%	-0.2%	9%	i	22	i	0.7	7%	-2.5	591	-8	-11
COc1ccccc1-n1c(O)c(C=NC2CC2)c(=O)[nH]c1=O
 : 1.9%	10%	0.2%	2%	i	43	i	0.9	1%	·	·	15	12
COc1ccc(CCNCc2ccc(OC)c(OC)c2OC)cc1
 : 0.6%	2%	-0.6%	5%	i	25	i	1.3	-9%	·	·	12	24
COc1ccccc1CC1C(=O)C2CCN1CC2 (stereo not drawn)
 : 1.0%	7%	0.4%	9%	i	24	i	1.0	4%	-2.7	1431	6	14
CC(C)CN1CCN(Cc2ccccc2C(F)(F)F)CC1CCO (stereo not drawn)
 : -2.6%	0%	-1.2%	8%	i	8	i	0.2	-5%	-1.8	1095	0	-9
COc1ccc(-c2csc(NC(=O)COC(=O)Cc3ccccc3)n2)cc1OC
 : 6.8%	8%	0.0%	·	i	27	·	·	0%	-1.6	856	-3	-12
CCC(C)n1c(O)c(C=NCC2CCCO2)c(=O)[nH]c1=S (stereo not drawn)
 : ·	6%	-0.5%	2%	i	15	i	1.4	-7%	0.3	1308	·	·
Cc1ccc2c(c1)C1CN(C)CCC1N2S(=O)(=O)c1ccccc1 (stereo not drawn)
 : -1.1%	9%	-0.5%	-2%	i	38	i	5.7	-5%	4.2	578	16	4
CCCCOC(=O)c1ccc(NC(=O)c2c(O)[nH]c(=O)[nH]c2=O)cc1
 : -0.3%	11%	-0.1%	7%	·	·	i	1.2	·	·	·	·	·
CC(O)(CS(=O)(=O)c1ccccc1)C(=O)Nc1ccc(C(F)(F)F)cc1 (stereo not drawn)
 : 0.9%	0%	-0.9%	5%	i	31	i	9.1	-7%	·	·	0	-10
C[C@]12CC[C@H](O)C[C@H]1CC[C@@H]1[C@@H]2C[C@@H](O)[C@]2(C)[C@@H](C3=CC(=O)OC3)CC[C@]12O
 : -1.2%	15%	·	5%	i	23	i	0.9	-7%	·	·	·	·
Nc1ccc(Cl)cc1C(=O)c1ccccc1
 : -0.3%	7%	0.2%	5%	i	59	i	0.5	3%	-0.8	1138	-4	0
Cc1ccc(Cn2cc(C=O)c(-c3ccc(F)cc3)n2)cc1
 : 18%	-4%	-0.2%	11%	i	43	i	0.6	0%	·	·	·	·
Cc1cc(C=C2C(=O)NC(=S)NC2=O)c(C)n1C1CCCC1
 : 1.3%	35%	-0.1%	12%	i	59	i	1.3	-4%	3.9	934	-3	16
O=C1C2CCCC1C(N1CCCCC1)CC2 (stereo not drawn)
 : 1.4%	8%	0.1%	2%	i	58	i	0.7	1%	·	·	·	·
CCC(=NC1CC1)c1c(O)n(C2CCCCC2)c(=O)[nH]c1=O
 : 5.1%	10%	-0.8%	4%	i	6	i	0.7	-11%	-3.2	1105	1	17
O=c1c2ccccc2nc(-c2cccs2)n1-c1cnccn1
 : 5.9%	11%	-0.2%	6%	i	37	i	0.2	-4%	-1.1	1087	0	-4
Oc1ccc2c3c1O[C@H]1c4[nH]c5ccccc5c4C[C@@]4(O)C(C2)N(CC2CC2)CC[C@]314
 : -2.2%	28%&4%	2.3%	·	i	26	·	·	5%&-8%	-1.6	1133	-1	10
NC(=O)Nc1ccc(C(=O)OCC(=O)Nc2ccc(Cl)cc2C(=O)c2ccccc2)cc1
 : 2.0%	6%	-1.3%	8%	i	8	i	0.4	-2%	-3.1	610	5	-17
O=C1NC(=O)N(CCC2=CCCCC2)C(=O)/C1=C/c1ccc(O)cc1
 : 1.4%	?	0.0%	36%	i	60	i	0.3	1%	-1.4	1074	-2	-2
CCOc1ccc(-c2cc(C)[n+](CCN3CCOCC3)c(-c3ccc(OCC)cc3)c2)cc1
 : -0.1%	11%	-0.1%	12%	i	23	i	0.7	-9%	-4.5	1223	·	·
COP(=O)(OC)Oc1ccc(C(O)C(Cl)(Cl)Cl)cc1 (stereo not drawn)
 : 1.1%	25%	0.1%	2%	i	23	i	0.5	-1%	2.7	1371	·	·
COC(=O)C1=C(c2cccc(C#N)c2)C[C@@H]2CC[C@H]1N2C(=O)NC(C)C
 : 2.6%	·	·	11%	i	29	i	0.6	·	·	·	·	·
CC1CN(c2ccc([N+](=O)[O-])c3cccnc23)CC(C)N1 (stereo not drawn)
 : -2.3%	8%	0.0%	2%	i	39	i	0.7	2%	-1.0	1349	28	1
Cn1cc(C(=O)OCC(=O)N2CCCC2)c2ccccc21
 : 1.8%	·	·	4%	i	30	i	0.7	·	·	·	·	·

High-throughput results from PubChem BioAssay.
